CAL PDZ FP-1: inhibitors of human CAL PDZ peptide binding | purified CAL PDZ, TMR-peptide fluorescence polarization, 1 h | inhibition, % at 20 µM | hit rate 0.02% among 330,000 | AID 504414;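 active means highest replicate inhibition of at least 40%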;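 further: plate controls were DMSO neutral control wells for no effect and unlabeled competitor peptide control wells for full effect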
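Assay system – tagged CAL PDZ protein CerCALP, purified · Timing – 1 h at RT · Compound – single point, 20 µM · Measured by – fluorescence polarization from S- and P-plane intensities, G-factor corrected · Evaluation – inhibition from polarization loss · Probe or stimulus – TMR reporter peptide T*-PRC34 · Buffer or medium – pH 7.4 phosphate-saline buffer, reducing agent, detergent, IgG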
V-ATPase pHluor: yeast V-ATPase proton transport regulation by pHLuorin. S. cerevisiae, pHLuorin cytosolic pH fluorescence. response, % at 10 µM. hit rate 0.37% among 350,000. AID 504577; in the data active means response mostly above about 7.3%, no sharp cut-off; inactive means mostly below about 5.4%; further: actives read high; inactives centre near 0; some compounds called inactive have numbers as strong as hits; reference of the scale not given here
C-LANA FP: blocks KSHV LANA C-terminal domain binding to DNA; inhibition, % at 9 µM; MBP-C-LANA/FAM-LBS DNA binding, fluorescence polarization; hit rate 0.078% among 340,000;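 active means highest replicate inhibition at or above 60% at 9 µM, even if other replicates fall short; inactive means all replicates below 60% inhibition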;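 further: 0% = neutral control wells and 100% = 4 µM acridine orange control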
Arrestin-AP2 inh: blocks beta-arrestin peptide binding to AP2 adaptin. FITC-arrestin peptide / GST-AP2 beads, flow cytometry; AP2 beta2 appendage carries R879A mutation. inhibition, % at 10 µM. hit rate 0.31% among 340,000. AID 504490;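 active means inhibition above a set limit, near 3 SD of compounds lacking own fluorescence, cut at about 54% in these data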;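 further: plate controls were DMSO wells for no effect and 5 µM unlabelled arrestin peptide for full effect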
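Material – GST-tagged AP2 beta2-adaptin appendage (R879A) on 4 µm glutathione beads · Probe or stimulus – fluorescein-tagged arrestin peptide at 50 nM final · Timing – 12 min plus 1 h, RT · Detection – bead flow cytometry, FITC channel · Read-out basis – inhibition as reduced fluorescein signal on beads, percent · Medium – PBS plus Tween 20 (0.05%) and BSA (0.1%)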
Keap1-Nrf2 PPI: inhibitors of human Keap1-Nrf2 protein-protein interaction. Keap1 Kelch-Nrf2 peptide fluorescence polarization, 1536-well. AID 504523. hit rate 0.15% among 340,000. Q14145. inhibition, % at 9.4 µM; in the data active means inhibition above about 12%;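 further: human Keap1 Kelch domain with fluorescein labeled Nrf2 9mer peptide probe; 0% = neutral control wells and 100% = peptide positive control; higher means more block of Keap1 binding to Nrf2 peptide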
Pemphigus Ab inh: human desmoglein-3 autoantibody binding inhibition. P32926. DSG3-coupled beads, scFv-anti-DSG3-GFP binding, flow cytometry; stronger effect = lower value. binding (percent of control), % at 10 µM. hit rate 0.48% among 310,000;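 active means binding more than 3 SD below its plate's average and above zero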;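 further: hits lower antibody fragment binding to DSG3; some compounds called inactive have numbers as strong as hits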
DAGLB inh: blocks human DAGLB lipase activity. Q8NCG7. HEK293T DAGLB membrane lysate, EnzChek fluorogenic substrate. inhibition, % at 5.17 µM. hit rate 0.059% among 340,000. AID 504411; in the data active means inhibition above about 34%;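 further: 0% = enzyme with vehicle and 100% = wells lacking enzyme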
Target sequence (Q8NCG7 whole entry, looked up): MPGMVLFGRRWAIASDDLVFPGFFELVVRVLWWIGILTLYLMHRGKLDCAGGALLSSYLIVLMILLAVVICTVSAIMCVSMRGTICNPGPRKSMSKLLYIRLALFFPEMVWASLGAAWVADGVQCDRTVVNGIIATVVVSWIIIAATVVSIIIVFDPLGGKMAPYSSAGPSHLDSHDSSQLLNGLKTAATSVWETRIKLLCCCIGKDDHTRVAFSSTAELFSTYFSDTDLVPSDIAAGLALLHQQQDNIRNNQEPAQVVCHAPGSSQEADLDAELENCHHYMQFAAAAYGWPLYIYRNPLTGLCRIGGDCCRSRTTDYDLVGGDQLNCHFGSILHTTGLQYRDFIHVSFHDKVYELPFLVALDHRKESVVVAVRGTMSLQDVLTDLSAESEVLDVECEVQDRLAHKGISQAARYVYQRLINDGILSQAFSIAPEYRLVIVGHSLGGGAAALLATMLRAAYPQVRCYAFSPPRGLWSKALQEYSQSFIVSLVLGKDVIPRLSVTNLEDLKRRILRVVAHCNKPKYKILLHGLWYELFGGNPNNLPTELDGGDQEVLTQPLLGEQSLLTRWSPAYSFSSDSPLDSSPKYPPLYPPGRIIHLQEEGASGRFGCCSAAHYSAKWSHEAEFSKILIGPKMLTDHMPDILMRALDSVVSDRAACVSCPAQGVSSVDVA
Cardiac RTF inh: cardiac RTF calcium desensitization; IANBD-labeled cardiac RTF, Ca2+ fluorescence; hit rate 0.12% among 340,000; P19429+P45379; inhibition, % at 7.15 µM;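 active means inhibition above the mean inhibition of all tested compounds plus 3 SD, cut at about 17% in these data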;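 further: assay run at fixed EC70 calcium of 1.6 mM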
CAL PDZ FP-2: inhibitors of human CAL PDZ peptide binding; inhibition, % at 24.9 µM; AID 602252; Q9HD26; hit rate 0.92% among 300,000; purified CAL PDZ, TMR-peptide fluorescence polarization, 1 h;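 active means mean inhibition of at least 30% with at least half of replicates also reaching 30%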;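 further: 0% = DMSO neutral control and 100% = excess unlabeled competitor peptide PRC23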
NSD2 inh: NSD2 (human) methyltransferase inhibition | hit rate 0.54% among 310,000 | inhibition, % at 12.5 µM | AID 743445 | O96028 | NSD2 peptide methylation, AlphaScreen, 120 min; in the data active means inhibition above about 50%
* = called active by the depositor; · = no result given; & = joins results of further samples.

mol,Pemphigus Ab inh,CAL PDZ FP-2,V-ATPase pHluor,Keap1-Nrf2 PPI,Cardiac RTF inh,NSD2 inh,DAGLB inh,Arrestin-AP2 inh,CAL PDZ FP-1,C-LANA FP
Cc1ccc(NS(=O)(=O)c2cc(C(=O)Nc3cccnc3)ccc2C)cc1,99,-10,3,-1,-11,3,1,-3,-1.8,-0.6
CN(C)c1ccc(S(=O)(=O)NCC(=O)NCCOc2ccccc2F)cc1[N+](=O)[O-],100,-3,0,3,-7,1,4,24,-2.8,0.1
CCC[N+](C)(C)C(C)C(OC(C)=O)c1ccccc1 (stereo not given),95,-1,-2,-1,-1,0,-1,-12,0.6,1.0
C=CCNC(=O)c1sccc1Oc1ccc(F)cc1[N+](=O)[O-],105,2,-1,-2,-3,2,1,-22,0.1,-0.7
Cn1c([N+](=O)[O-])cnc1COC(N)=O,118,-2,4,3,0,·,4,-5,-0.4,3.0
Cc1nc(-c2ccccn2)sc1C(=O)O,95,4,2,0,-8,-6,0,4,0.2,-0.7
O=C(/C=C/c1ccc([N+](=O)[O-])cc1)OCC(=O)N1c2ccccc2Sc2ccccc21,109,-4,1,0,5,1,-1,0,0.5,0.0
CC(=O)Nc1ccc(S(=O)(=O)NC(C)c2ccncc2)cc1 (stereo not given),111,-3,2,-1,6,0,0,-8,-0.8,-3.4
CC(C)c1ccc(NC(=O)C2C3C=CC(CC3)C2C(=O)O)cc1 (stereo not given),104,·,-3,0,-2,·,2,-3,6.2,-1.3
O=C(Nc1cccc(Cl)c1)N1CCc2ccccc2C1,120,1,-4,-1,-6,-3,-4,32,-0.8,-0.7
CC(=O)c1ccc(N2CCN(C(=O)c3ccc(Cl)c(NC4=NC5CS(=O)(=O)CC5S4)c3)CC2)cc1 (stereo not given),·,-4,0,0,-6,-7,1,-2,0.0,0.9
O=C(c1ccc(C(F)(F)F)cc1)C1CCCN(C(=O)c2csnn2)C1 (stereo not given),104,0,0,-2,-11,-4,0,-3,0.8,0.4
CC(C)(C)c1ccc(C(=O)NCc2ccco2)cc1,106,·,8,·,·,-3,·,-9,·,·
Cc1cc(C)n(CCNC(=O)CC2C(=O)NCCN2Cc2ccccc2C(F)(F)F)n1 (stereo not given),105,-3,0,-1,8,-2,3,0,-0.3,1.0
CC1(C)CCCN(C(=O)N2c3ccccc3Sc3ccccc32)C1,59,-1,-4,1,2,2,-5,36,-2.6,-0.7
C=CCN(C(=O)c1cccc(N2C(=O)C3CC=CC(C)C3C2=O)c1)c1ccccc1 (stereo not given),116,-1,2,-3,4,0,1,1,-0.9,3.1
CC(C)c1ccc(N(CC(=O)NCc2ccco2)C(=O)CCC(=O)Nc2nccs2)cc1,-39*,-2,1,-2,0,-3,2,-14,-2.9,0.0
O=c1oc2ccccc2c(Nc2ccc3ccccc3c2)c1[N+](=O)[O-],99,2,2,-5,5,18,6,3,-2.3,-0.5
Cn1c(CC(=O)NNC(=O)c2ccccc2F)nc2ccccc21,105,-1,-5,-4,-7,1,0,-8,-1.0,-0.1
COc1ccc(N2C=C3C(=O)C(C)(OC(=O)CCc4ccccc4)C(=O)C=C3C=C2c2ccc(C#N)cc2)cc1 (stereo not given),103,0,2,-2,1,·,13,19,0.8,-1.1
CNC(=O)N(O)C1N(/N=C/c2cccs2)C(=S)SC1(C)C (stereo not given),106,-2,1,-2,-10,-3,-3,26,-1.0,-1.6
CCc1ccc(S(=O)(=O)N/N=C(/C)c2ccncc2)cc1,102,-1,-1,-3,-6,1,-2,23,1.0,-0.4
O=C(NN=C1CCCCC1)c1ccccc1OCc1ccc(F)cc1,100,4,-1,-3,-1,3,1,1,-2.8,-0.1
O=S(=O)(Nc1ccccn1)c1cccc(S(=O)(=O)c2ccc(Br)cc2)c1,108,1,1,-2,-12,-1,2,25,-2.4,-0.8

A second format for part of the listing above:
Values in the order – Pemphigus Ab inh | CAL PDZ FP-2 | V-ATPase pHluor | Keap1-Nrf2 PPI | Cardiac RTF inh | NSD2 inh | DAGLB inh | Arrestin-AP2 inh | CAL PDZ FP-1 | C-LANA FP
C=CCNC(=O)c1sccc1Oc1ccc(F)cc1[N+](=O)[O-]
→ 105 | 2 | -1 | -2 | -3 | 2 | 1 | -22 | 0.1 | -0.7
Cn1c([N+](=O)[O-])cnc1COC(N)=O
→ 118 | -2 | 4 | 3 | 0 | · | 4 | -5 | -0.4 | 3.0

The list continues.
mol,Pemphigus Ab inh,CAL PDZ FP-2,V-ATPase pHluor,Keap1-Nrf2 PPI,Cardiac RTF inh,NSD2 inh,DAGLB inh,Arrestin-AP2 inh,CAL PDZ FP-1,C-LANA FP
COc1ccccc1OCC(O)CN1CCN(CC(=O)Nc2c(C)cccc2C)CC1 (stereo not given),101,4&-2,-2&4,-5&4,-8&10,·,4&-2,5&6,0.2&-0.4,0.2&-4.3
CC1(C)NC(=O)N(CCCCOc2ccc(Br)cc2Cl)C1=O,101,-4,0,2,1,-1,0,-3,0.7,0.4
CC1CC(C)CN(C(=O)Cn2nnc(-c3ccc(Br)cc3)n2)C1 (stereo not given),118,-2,0,-1,1,-5,-3,22,-3.4,-0.7
COc1ccc(C(=O)NCC(=O)OCC(=O)c2ccc(Cl)cc2)cc1OC,105,34*,-1,-7,4,2,1,2,0.0,-0.6
Cc1ccc(C(=O)Nc2cccc(C(=O)O)c2)cc1S(=O)(=O)N1CCCCC1,·,-2,-1,-7,0,·,1,-15,0.3,4.6
Cc1ccc(NC(=O)Cn2cc(C(F)(F)F)cc(Cl)c2=O)cc1Cl,100,6,-1,4,0,-2,-3,2,0.3,0.5
CCc1ccc(OCCNC(=O)c2ccco2)cc1,99,-1,-1,-1,-6,-2,3,-2,-1.2,1.2
COC(=O)c1cc([N+](=O)[O-])c(-n2cncn2)c([N+](=O)[O-])c1,100,-2,7,2,-11,-6,4,1,-2.3,-0.4
O=C(NCc1ccco1)c1cc2n(n1)C(C(F)(F)F)CC(c1ccc(F)cc1)N2 (stereo not given),96,1,2,-5,-7,-3,0,36,0.8,-0.4
O=[N+]([O-])c1ccc(C(=S)N2CCN(Cc3ccccc3)CC2)cc1,99,-3,1,-2,-13,5,-5,11,-0.1,1.1
CC(C)c1ccc(N(CC(=O)NCc2ccc(F)cc2)C(=O)c2csnn2)cc1,103,-2,-2,-2,-11,-7,1,-18,-7.1,3.4
CCN1C(=O)c2ccccc2S(=O)c2ccc(C(=O)N3CCN(C(=O)c4ccco4)CC3)cc21 (stereo not given),103,3,-3,0,-4,·,0,25,1.0,0.4

Another view of some results above.
> COc1ccccc1OCC(O)CN1CCN(CC(=O)Nc2c(C)cccc2C)CC1 (stereo not given)
  Pemphigus Ab inh: 101
  CAL PDZ FP-2: 4&-2
  V-ATPase pHluor: -2&4
  Keap1-Nrf2 PPI: -5&4
  Cardiac RTF inh: -8&10
  NSD2 inh: ·
  DAGLB inh: 4&-2
  Arrestin-AP2 inh: 5&6
  CAL PDZ FP-1: 0.2&-0.4
  C-LANA FP: 0.2&-4.3
> Cc1ccc(NC(=O)Cn2cc(C(F)(F)F)cc(Cl)c2=O)cc1Cl
  Pemphigus Ab inh: 100
  CAL PDZ FP-2: 6
  V-ATPase pHluor: -1
  Keap1-Nrf2 PPI: 4
  Cardiac RTF inh: 0
  NSD2 inh: -2
  DAGLB inh: -3
  Arrestin-AP2 inh: 2
  CAL PDZ FP-1: 0.3
  C-LANA FP: 0.5
> CC(C)c1ccc(N(CC(=O)NCc2ccc(F)cc2)C(=O)c2csnn2)cc1
  Pemphigus Ab inh: 103
  CAL PDZ FP-2: -2
  V-ATPase pHluor: -2
  Keap1-Nrf2 PPI: -2
  Cardiac RTF inh: -11
  NSD2 inh: -7
  DAGLB inh: 1
  Arrestin-AP2 inh: -18
  CAL PDZ FP-1: -7.1
  C-LANA FP: 3.4
> COC(=O)c1cc([N+](=O)[O-])c(-n2cncn2)c([N+](=O)[O-])c1
  Pemphigus Ab inh: 100
  CAL PDZ FP-2: -2
  V-ATPase pHluor: 7
  Keap1-Nrf2 PPI: 2
  Cardiac RTF inh: -11
  NSD2 inh: -6
  DAGLB inh: 4
  Arrestin-AP2 inh: 1
  CAL PDZ FP-1: -2.3
  C-LANA FP: -0.4

Remaining list, next part:
mol,Pemphigus Ab inh,CAL PDZ FP-2,V-ATPase pHluor,Keap1-Nrf2 PPI,Cardiac RTF inh,NSD2 inh,DAGLB inh,Arrestin-AP2 inh,CAL PDZ FP-1,C-LANA FP
CC(C)(C)n1nnnc1C(c1cccs1)N(Cc1cccnc1)Cc1ccco1 (stereo not given),·,3,4,-1,4,2,1,-5,-1.5,-0.4
O=C(NCC(=O)N(c1ccccc1)C(C(=O)NC1CCCCC1)c1cccnc1)c1cccs1 (stereo not given),98,-4,-2,-3,1,-1,0,2,-3.2,-2.3
CCCc1cc(=O)[nH]c(SCC(=O)c2cc(C)n(C3CC3)c2C)n1,104,-5,-2,-3,-21,5,3,-6,-6.0,-1.5
C=CCN1C(=O)S/C(=C/c2ccsc2)C1=O,93,-3,-2,-2,-4,12,-5,-1,-0.7,-1.7
CCOc1ccc(N(CC(=O)Nc2ccc(OC)cc2)C2=NC3CS(=O)(=O)CC3S2)cc1 (stereo not given),77,·,-1,3,5,·,-4,-7,0.5,0.2
COc1cccc(NS(=O)(=O)c2ccc3c(c2)n(C)c(=O)c(=O)n3C)c1,103,-2,1,-2,-3,-2,-2,-3,-1.2,0.4
CCOC(=O)NC(=O)COC(=O)CNC(=O)c1ccc(OCC)c(OCC)c1,111,2,0,2,-6,7,-1,25,0.1,-0.8
COc1ccccc1CNC(=O)C1CCC(CNc2c(N3CCC(C)CC3)c(=O)c2=O)CC1 (stereo not given),100,-5,-1,0,2,·,2,-10,-1.7,0.0
O=C(CN1C(=O)C(=O)N(Cc2ccco2)C1=O)Nc1ccccc1,88,·,-2,-2,5,4,-1,-2,0.3,0.5
Cc1ccc(N(CC(=O)N2CCCC2)S(C)(=O)=O)c(C)c1,108,-3,0,-4,-9,-2,1,8,-2.7,-2.9
CCN(C(=O)CSc1nc2cc(C(=O)O)ccc2c(=O)n1Cc1ccccc1)c1ccccc1,93,-2,0,-3,-8,-1,4,2,-1.8,-2.3
CC(=O)Nc1cccc(S(C)(=O)=O)c1,106,3,0,-4,-4,-4,-1,-5,-0.2,0.4
Cc1ncc([N+](=O)[O-])n1CC(=O)NC1CCCCCC1,100,-2,1,-2,-11,4,-3,36,-1.0,-2.8
Cn1c(CC(=O)Nc2ccccc2)nnc1SCC(=O)Nc1ccc(N2CCOCC2)cc1,118,-3,1,0,2,-2,3,-17,0.3,-1.3
CCOc1ccc(C2c3[nH]c4ccccc4c3CCN2Cc2cccn2-c2ncccn2)cc1 (stereo not given),163,-1,0,-8,-11,1,-1,9,-1.1,-1.6
CCOC(=O)c1c(C)oc2c(F)c(F)c(F)c(F)c2c1=O,96,1,2,-4,-7,1,4,26,-1.6,-1.0

The list is partial; the hit share may differ from the screen's.
